Source: PubChem BioAssay (several laboratories)
RPL19A-GFP yeast – modulators of TOR pathway RPL19A-GFP in S. cerevisiae. percent response vs DMSO, % at 10 µM. 330,000 tested, 0.3% active. S. cerevisiae RPL19A-GFP strain, flow cytometry, 3 h; stronger effect = lower value. AID 2025;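 active = percent response vs DMSO below 50%; inconclusive = fewer than 70 events counted for the yeast strain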;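 also: median channel GFP fluorescence of the barcoded RPL19A-GFP strain; ratio of sample median GFP to plate DMSO average so 100% = DMSO; lower means less RPL19A-GFP as with rapamycin TOR inhibition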
JMJD2C inh – inhibitors of human GASC-1 (JMJD2C) demethylase. GST-JMJD2C(1-420) H3K9me3 demethylation, DELFIA europium. inhibition, % at 2.35 µM. 330,000 tested, 0.069% active. AID 2099;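 active = more than half of a compound's replicate wells show inhibition beyond 50%, single wells judged on their own value; inconclusive = some, but no more than half, of replicates pass 50% inhibition; inactive = no replicate passes 50% inhibition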;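 also: signal counts dimethyl H3K9 product captured on neutravidin plate; 0% = median of DMSO wells and 100% = 0.3 times that DMSO median; strong numbers were not always called active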
CIT2 TOR yeast – modulators of TOR pathway CIT2-GFP in S. cerevisiae | S. cerevisiae CIT2-GFP strain, flow cytometry, 3 h; 100 means same as DMSO wells | GFP response vs DMSO, % at 10 µM | 320,000 tested, 0.065% active;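 active = GFP response relative to DMSO above a set limit, near the screen mean plus 3 SD, cut at about 150% in these data; inconclusive = Fewer than 70 cells measured for a yeast strain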;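 also: ratio of well median GFP fluorescence to mean of DMSO wells on the plate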
VLA-4 inh – inhibition in a human VLA-4 binding assay | VLA-4 expressing cells, ligand binding flow cytometry | AID 2557 | P13612 | 330,000 tested, 0.2% active | inhibition, % (about 7 µM as worked out from the volumes in the protocol); in the data active = inhibition above about 50%
Target sequence (P13612 whole entry, looked up): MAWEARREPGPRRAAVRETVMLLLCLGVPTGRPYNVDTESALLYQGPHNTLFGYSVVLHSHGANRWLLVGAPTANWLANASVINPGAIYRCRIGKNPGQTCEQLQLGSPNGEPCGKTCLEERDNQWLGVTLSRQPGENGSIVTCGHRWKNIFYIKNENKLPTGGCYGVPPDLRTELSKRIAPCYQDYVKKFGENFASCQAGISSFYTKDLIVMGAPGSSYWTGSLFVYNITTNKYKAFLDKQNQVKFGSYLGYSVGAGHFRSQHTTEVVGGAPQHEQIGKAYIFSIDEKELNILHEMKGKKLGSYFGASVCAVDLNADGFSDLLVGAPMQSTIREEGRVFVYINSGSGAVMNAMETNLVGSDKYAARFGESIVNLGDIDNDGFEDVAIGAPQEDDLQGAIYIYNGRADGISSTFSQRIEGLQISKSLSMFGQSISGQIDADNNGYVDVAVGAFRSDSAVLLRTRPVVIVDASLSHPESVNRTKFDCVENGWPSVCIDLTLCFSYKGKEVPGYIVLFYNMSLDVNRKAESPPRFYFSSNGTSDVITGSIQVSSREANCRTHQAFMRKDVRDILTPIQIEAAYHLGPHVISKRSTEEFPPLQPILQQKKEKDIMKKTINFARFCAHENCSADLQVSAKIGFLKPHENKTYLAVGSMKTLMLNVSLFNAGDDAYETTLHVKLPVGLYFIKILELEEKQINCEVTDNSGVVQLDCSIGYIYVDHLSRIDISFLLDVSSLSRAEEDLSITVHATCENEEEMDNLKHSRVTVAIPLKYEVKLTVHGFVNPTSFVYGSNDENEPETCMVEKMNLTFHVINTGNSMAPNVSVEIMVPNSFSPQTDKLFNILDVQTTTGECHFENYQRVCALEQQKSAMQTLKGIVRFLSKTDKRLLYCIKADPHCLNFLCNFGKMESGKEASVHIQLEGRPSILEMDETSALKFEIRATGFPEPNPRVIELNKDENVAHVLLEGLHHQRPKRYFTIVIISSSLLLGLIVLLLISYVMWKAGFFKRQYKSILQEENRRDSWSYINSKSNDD
GRK2 aptamer HTS – inhibitors of human GRK2 displacing RNA aptamer. P25098. bead flow cytometry, FAM-aptamer displacement from GRK2. 330,000 tested, 0.59% active. inhibition of aptamer binding, % at 10 µM. AID 488847;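 active = inhibition of aptamer binding above 40%, roughly 3 SD of noise, on plates passing a quality check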;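 also: median bead fluorescence of bound FAM aptamer so fluorescent compounds give negative values; no value below 0 was filed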
LAP4 TOR yeast – yeast TOR pathway LAP4-GFP modulation; S. cerevisiae LAP4-GFP multiplex, flow cytometry GFP, 3 h; median GFP as percent of DMSO wells; GFP response vs DMSO, % at 10 µM; 320,000 tested, 0.34% active;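 active = GFP response vs DMSO above a set limit, about the screen mean plus 3 SD, cut at about 150% in these data; inconclusive = under 70 cell events counted for the yeast strain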
AGP1 TOR yeast – alters AGP1-GFP fluorescence in TOR pathway yeast screen. S. cerevisiae AGP1-GFP multiplex flow cytometry, 3 h; GFP as percent of DMSO wells. GFP response vs DMSO, % at 10 µM. 320,000 tested, 0.02% active. AID 2066;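 active = GFP response relative to DMSO above a set limit, near screen average plus 3 SD, cut at about 150% in these data; inconclusive = fewer than 70 cells counted for the yeast strain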;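 also: median GFP channel fluorescence of the gated AGP1 strain per well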
MEP2 TOR yeast – alters MEP2-GFP fluorescence in TOR pathway yeast screen; S. cerevisiae MEP2-GFP strain, flow cytometry GFP, 3 h; 100% = DMSO control level; GFP response vs DMSO, % at 10 µM; 330,000 tested, 0.51% active; AID 2016;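 active = GFP response versus DMSO above a set limit, roughly screen mean plus 3 SD, cut at about 180% in these data; inconclusive = fewer than 70 cells counted for a yeast strain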;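 also: median GFP fluorescence of the barcode-gated MEP2-GFP cells per well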
Numbers without * were called inactive; ? = inconclusive; / = no result given; & = joins results of further samples. Compounds were not picked by outcome; 1.7% or so of the library scored in one or more.

Each structure is followed by: GRK2 aptamer HTS	MEP2 TOR yeast	CIT2 TOR yeast	VLA-4 inh	JMJD2C inh	LAP4 TOR yeast	RPL19A-GFP yeast	AGP1 TOR yeast
> Cc1ccc(C(=O)N2CCN3C(=O)c4ccccc4C23c2ccccc2)cc1 (stereo not drawn)
→ 0	94	105	6	-8	95	95	102
> O=C(Nc1ccccc1N1CCCCC1)c1cc(S(=O)(=O)N2CCOCC2)ccc1Cl
→ 0	100	95	8	0	116	102	112
> O=C(NCCCn1ccnc1)C(=O)NCC1OCCN1S(=O)(=O)c1ccc(Cl)cc1 (stereo not drawn)
→ 0	99	96	-3	-2	113	98	101
> O=C(Nc1nccs1)c1ccc(-c2ccc([N+](=O)[O-])cc2)o1
→ 0	106	/	4	7	86	88	96
> O=C(Cc1cccs1)N1CCN(c2cccc(Cl)c2)CC1
→ 1	92	78	-6	8	125	96	101
> CC12CCC(=O)N1C(C(=O)NNC(=O)c1ccccc1Cl)CS2 (stereo not drawn)
→ 2	101	89	4	-6	93	90	98
> O=C(C1=COCCO1)N1CCN(S(=O)(=O)c2cccc(F)c2)CC1
→ 3	101	92	4	0	92	95	96
> C=CCn1c(SCC(=O)Nc2ccccc2)nnc1-c1cccc(S(=O)(=O)N2CCOCC2)c1
→ 3	96	95	11	/	92	/	97
> CNC(=O)c1cc2c(-c3ccccc3)nn(C)c2s1
→ 2	106	100	-6	-22	105	103	69
> COc1ccc(OC)c(-c2csc(NC(=O)COC(=O)C3(C)CC3(Cl)Cl)n2)c1 (stereo not drawn)
→ 0	100	96	15	0	110	103	106
> CCOc1ccc(S(=O)(=O)Nc2ccccc2C(=O)N2CCCC2)cc1
→ 0	106	88	14	11	101	98	105
> Cc1ccc(N(Cc2cc3ccc(C)cc3[nH]c2=O)C(=O)c2ccco2)c(C)c1
→ 3	101	108	10	5	109	101	112
> COc1ccc(NC2c3ccccc3C(=O)N2c2ccccn2)cc1 (stereo not drawn)
→ 4	92	89	8	-9	103	98	98
> CCN1/C(=C\C(C)=O)Sc2ccc(OC)cc21
→ 0	105	105	4	0	105	102	99
> COC(=O)C(NC(=O)c1ccco1)(Nc1cc(C)ccn1)C(F)(F)F (stereo not drawn)
→ 2	94	93	7	-1	96	96	99
> Cc1cc(C)c(S(=O)(=O)NCC(c2ccco2)N2CCc3ccccc3C2)c(C)c1 (stereo not drawn)
→ 0	102	99	3	-9	102	100	108
> CCOc1ncccc1C(=O)OCC(=O)N1CCC(C)CC1
→ 1	101	92	-1	-4	98	98	91
> COc1ccc(/C=N/N2C(=O)C3C4C=CC(CC4)C3C2=O)c(OC)c1 (stereo not drawn)
→ 1	111	119	19	-8	95	110	111
> O=C(Nc1ccccc1C(=O)O)c1ccc(CN2C(=O)c3ccccc3C2=O)cc1
→ 1	98	103	-4	-7	93	99	97
> O=C(CN1CCCCC1)Nc1ccc(C(F)(F)F)cc1Cl
→ 2	97	83	10	1	106	93	92
> CN=c1c([N+](=O)[O-])nn(-c2ccc3c(c2)OCCO3)n1O
→ 3	93	96	0	6	100	92	87
> O=C(N/N=C/c1ccc(Br)s1)c1ccncc1
→ 2	95	88	23	29	103	95	95
> Cc1cc(Cn2nnc(-c3ccc(Br)cc3)n2)cc(C)c1O
→ 0	96	88	4	-1	100	94	96
> COc1cccc(C2=NN(S(C)(=O)=O)C(c3cccs3)C2)c1 (stereo not drawn)
→ 5	96	84	-2	-13	84	98	87
> CC(C)C[C@H](NC(=O)N1CCn2c1nc1ccccc12)C(=O)N[C@@H](C(=O)O)c1ccccc1
→ 0	107	98	-10	17	102	100	102
> Cc1ccc(N/N=C(\C#N)C(=O)c2ccsc2)cc1
→ 0	103	106	-9	-2	112	98	99
> O=C(OC1CCN(c2ncc(C(F)(F)F)cc2Cl)CC1)c1ccc(Cl)cc1
→ 2	106	98	-2	4	99	104	101
> Cc1cccc(NC(=O)NNC(=O)c2ccc3ccccc3c2)c1
→ 0	102	80	0	-9	74	110	?
> CCOC(=O)c1ccc(NC(=O)CN2CCc3ccccc3C2)cc1
→ 0	101	101	2	8	100	99	102
> COc1cccc2cc(C(C)N(CCCN3CCOCC3)C(=S)Nc3ccccc3C)oc12 (stereo not drawn)
→ 0	95	102	-2	5	105	97	101
> COc1ccccc1/C=N/NC(=O)c1ccccc1Cl
→ 0	102	104	6	-3	98	106	104
> O=C(CNC(=O)c1ccccc1O)N/N=C/c1cc(Br)ccc1OC(=O)/C=C/c1ccco1
→ 0	100	98	9	54*	105	97	103
> CN(NC(=O)C(C)(C)C)c1nc(-c2ccccc2)nnc1C(F)(F)F
→ 1	87	84	18	5	100	96	94
> CCOC(=O)c1ccc(NC(=O)N2CCN(c3cccc(OC)c3)CC2)cc1
→ 0	104	98	9	1	103	102	104
> CN(C(=O)COC(=O)/C=C/c1cn(-c2ccccc2)nc1-c1ccc2c(c1)OCCO2)C1CCS(=O)(=O)C1 (stereo not drawn)
→ 1	103	101	11	-17	104	99	102
> O=C(C(=S)N1CCOCC1)c1c[nH]c2ccccc12
→ 1	99	103	9	1	106	97	107
> COc1cc(C(=O)NC2CC(C)(C)Cc3c2cnn3-c2ccccc2)cc(OC)c1OC (stereo not drawn)
→ 0	94	97	6	17	89	98	97
> COc1ccccc1N1CCN(C(=O)C(=O)N/N=C/c2cccc(O)c2)CC1
→ 0	101	93	7	7	90	88	89
> O=C(COC(=O)c1ccco1)NCCNC(=O)COC(=O)c1ccco1
→ 0	100	93	0	9	93	87	96
> CC1(C)C(c2cccs2)=[N+]([O-])C2(CCCCC/C2=N\NC(N)=O)N1O (stereo not drawn)
→ 0	98	98	-16	2	88	95	98
> CC(C)CNC(=S)N1CCC(C(=O)c2ccc(F)cc2)CC1
→ 0	103	97	7	4	89	100	97
> COC(=O)CN(C#N)c1nc(N(C)C)nc(N(C)C)n1
→ 2	92	89	30	8	94	97	94
> COc1ccc(CCN(C)C(=O)C2CCCN(Cc3ccc(OC)c(OC)c3)C2)cc1OC (stereo not drawn)
→ 0&1	96&94	103	-3&1	2&12	96&89	99&87	100&89
> O=C(Nc1ccccc1CC[N+](=O)[O-])N1CCN(c2ccccc2)CC1
→ 0	94	95	12	-1	113	95	107
> CCOC(=O)N1CCN(C(=O)COC(=O)c2ccc(S(=O)(=O)N(CC)CC)cc2)CC1
→ 1	105	93	6	6	107	105	108
> CCC(C)[C@@H](C(=O)Nc1ccc2c(c1)OCO2)N1Cc2ccccc2C1=O (stereo partly drawn)
→ 3	105	103	8	15	95	101	106
> COc1ccccc1CN(Cc1nc2ccccc2c(=O)[nH]1)C(=O)Nc1ccccc1C
→ 1	101	93	6	-12	103	100	98
> O=C(CSc1nnc(COc2ccc(Cl)cc2)o1)OC1CCCCC1
→ 5	96	103	-6	-3	96	101	97
> COc1cc(NC(=O)C(C)Oc2ccccc2)cc(OC)c1 (stereo not drawn)
→ 0	110	101	-4	14	102	100	99
> Cc1ccc(C(=O)NC2CC2)cc1S(=O)(=O)N1CCOCC1
→ 0	98	98	12	1	96	98	102
> CN1C(=O)C(O)(CC(=O)c2ccc3c(c2)OCO3)c2ccccc21 (stereo not drawn)
→ 0	99	87	-5	-1	77	117	90
> CC(C)(C)c1ccccc1OCCN1CCCC1
→ 0	97	93	3	-4	90	96	95
> COC(=O)[C@H](C)NC(=O)Nc1ccccc1C(F)(F)F
→ 0	104	95	/	23	104	102	104
> Cc1ccc(NC(=S)NN(C)c2cc(C)nc(C)n2)cc1
→ 2	94	105	11	19	79	108	100
> COc1ccccc1C(O)(c1ccccc1)C(CN1CCOCC1)c1ccccc1 (stereo not drawn)
→ 2	94	93	16	-16	110	97	99
> CN1C(c2ccccc2)CCOS1(=O)=O (stereo not drawn)
→ 0	96	93	0	-3	105	112	99
> CCOc1cccc2sc(N(CCCN(C)C)C(=O)c3ccc(S(=O)(=O)N(C)c4ccccc4)cc3)nc12
→ 0	105	106	1	-1	105	106	108
> Cc1ccc(NC(=O)Cn2cnc3c(cnn3C(C)(C)C)c2=O)cc1
→ 0	86	88	-2	8	88	88	/
> COc1ccc(C(=O)N/C(=C\c2cn(S(=O)(=O)N(C)C)c3ccccc23)C(=O)NCCN2CCOCC2)cc1
→ 0	112	111	10	0	99	109	114
> Cc1cccc(NC(=O)c2cc(Cl)sc2Cl)c1C
→ 0	107	108	0	6	104	113	104

Further results follow.
Each structure is followed by: GRK2 aptamer HTS	MEP2 TOR yeast	CIT2 TOR yeast	VLA-4 inh	JMJD2C inh	LAP4 TOR yeast	RPL19A-GFP yeast	AGP1 TOR yeast
> COC(=O)c1ccc(NC(=O)CSc2nc(=O)n3cccc(C)c3n2)cc1
→ 5	95	94	-5	10	124	95	105
> Cc1cc(C)cc(-n2c(SC(C)C(=O)NCc3ccc4c(c3)OCO4)nc3ccccc3c2=O)c1 (stereo not drawn)
→ 0	94	92	4	-35	80	107	95
> Cc1cccc(N2CCN(CC(=O)NCC3CCCCC3)CC2)c1C
→ 0	102	94	1	5	87	94	95
> O=C(Nc1ccon1)c1ccc(N2CCCCC2)c([N+](=O)[O-])c1
→ 0	86	82	0	-5	110	101	91
> Cc1cccc(N2C(=O)N3[C@H]4c5ccccc5OC[C@@H]4[C@@H](c4ccccc4)[C@@]3(C)C2=O)c1
→ 0	104	98	19	-1	103	102	110
> Cc1ccc(C(=O)N2CCN(c3ccc(NC(=O)COc4ccccc4C)cc3)CC2)cc1
→ 0	93	81	0	1	137	94	97
> S=c1[nH]cnc2sc(-c3ccccc3)cc12
→ 4	108	100	-1	8	128	99	97
> CN(c1ccccc1)S(=O)(=O)c1cccc(NC(=O)Cn2cnc3ccccc3c2=O)c1
→ 3	107	109	3	-6	109	101	113
> OCc1ccccc1O[C@@H]1O[C@H](CO)[C@@H](O)[C@H](O)[C@H]1O
→ 0	104	107	-13	-15	98	98	104
> CC(=O)c1cccc(NC(=O)c2oc(C)nc2C)c1
→ 1	101	103	9	85	96	98	104
> Oc1ccc(/C=N/Nc2cc(N3CCOCC3)nc(N3CCOCC3)n2)cc1O
→ 0	101	93	-19	10	102	98	89
> CC(=O)NC(Cc1cnc[nH]1)C(=O)O (stereo not drawn)
→ 3	87	86	10	5	99	99	96
> CCN(/C=N/c1sc2c(c1C#N)CC(C)(C)NC2(C)C)CC
→ 0	113	104	4	2	101	102	105
> COc1ccc(CC(=O)N2N=C(C)CC2(O)c2cccnc2)cc1 (stereo not drawn)
→ 4	118	110	-5	-4	99	100	108
> O=C(Nc1ccc(C(F)(F)F)cc1)c1ccccc1Br
→ 0	96	98	10	-1	97	100	89
> CC(C)(C)OC(=O)N1CCC(C(=O)N2CCOCC2)CC1
→ 3	99	99	7	1	99	99	98
> Cc1nnc(NC2=NCCC2)o1
→ 1	107	102	-10	-5	100	103	105
> N#C/C=C(/c1ccc(F)cc1)N1CCOCC1
→ 0	103	107	-20	22	102	109	109
> CC(=C/c1ccco1)/C=N/NC(=O)c1ccncc1
→ 0	99	89	-11	2	97	104	97
> COc1cc(C2C(C#N)=C(N)OC3=C2C(=O)CC(C)(C)C3)cc2c1OCO2 (stereo not drawn)
→ 7	107	94	20	10	110	93	98
> Cc1ccc(C(=O)Nc2c(C)cc(C)c3cccnc23)cc1
→ 0	97	97	6	11	97	99	97
